Screening results (PubChem)
STEP inh: blocks human striatal-enriched tyrosine phosphatase | AID 588621 | recombinant STEP, OMFP fluorogenic substrate, fluorescence | inhibition, % at 20 µM | P54829 | actives 0.25% (n = 360,000);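 active means inhibition at 20 µM, scaled per plate between control wells, above about 37%, limit read from the data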;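 further: 0% = DMSO with enzyme and substrate and 100% = substrate only without enzyme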
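medium = Bis-Tris buffer pH 6.0, 2.5 mM DTT, 0.005% Tween 20 | test system = STEP (striatal-enriched tyrosine phosphatase) enzyme, cell-free | measure = normalized % inhibition | compound dosing = 20 µM, 1% DMSO | also added = 25 µM OMFP | schedule = reaction 20 min, ambient temperature | measured by = fluorescence read at 480 nm ex / 540 nm em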
SUMO1 PPI mod: alters human SUMO1 binding to SIM partners; P63165; SUMO1 binding to a labelled peptide, TR-FRET, 1 h; inhibition, % at 20 µM; actives 0.33% (n = 360,000); AID 602429; in the data active means inhibition above about 37%
LMPTP block: blocks human LMPTP phosphatase; P24666; recombinant LMPTP-A, OMFP fluorogenic substrate, fluorescence intensity; inhibition, % at 20 µM; actives 0.22% (n = 360,000); AID 651560;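 active means compounds that cut the enzyme signal by at least half of the control window in the single-dose screen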;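 further: plate controls were DMSO wells with enzyme plus substrate for no effect and substrate without enzyme for full effect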
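Assay system: LMPTP-A, protein tyrosine phosphatase of low molecular weight / Medium: pH 6.0 Bis-Tris buffer with DTT and Triton X-100 / Schedule: 50 min enzyme reaction at room temperature, protected from light / Measured by: endpoint fluorescence intensity from OMFP dephosphorylation / Read-out basis: % inhibition relative to no-enzyme and uninhibited control wells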
Rpn11 block: Rpn11 (human) deubiquitinase inhibition; calls only at 20 µM; human 26S proteasome, Ub4-pepOG fluorescence polarization; 20S core pre-blocked with epoxomicin; actives 0.59% (n = 360,000); O00487; AID 588493;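 active means inhibition at 20 µM, scaled to each plate's controls, above about 33%, limit read from the data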
DNMT1 block: DNMT1 (human) enzyme inhibition. DNMT1 molecular beacon, Hinp1I cleavage, fluorescence. inhibition (reported as % activation of signal), % at 10 µM. actives 0.83% (n = 360,000). AID 588458; in the data active means inhibition above about 50%
CSN deneddyl inh: inhibitors of human CSN-mediated cullin deneddylation; Q92905; Purified CSN, SCF-Nedd8-OG deneddylation, fluorescence polarization; inhibition, % at 12.5 µM; actives 0.38% (n = 360,000); AID 651999;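 active means pattern-corrected inhibition above about 35%, with an unprinted fluorescence ratio check between 0.5 and 1.5, limit read from the data, passing the limit was not always enough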;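 further: 0% = enzyme with substrate and 100% = substrate without enzyme; some results filed as inactive read as strong as hits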
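Schedule: reaction 90 min, room temperature / Assay system: HEK293T-derived human Csn5 enzyme / Input: Csn5 at 0.24 nM final / Measure: inhibition of Csn5 cleavage, % / Control set: substrate-only high control, full reaction low control / Technique: fluorescence polarization of the substrate / Buffer or medium: Tris/NaCl/DTT buffer, pH 7.5 / Reagent: SCFSkp2-Nedd8OG substrate at 10 nM final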
Scp-1 inhibitor: blocks human Scp-1 phosphatase activity; Q9GZU7; Recombinant Scp1, phosphopeptide, malachite green phosphate absorbance; inhibition, % at 20 µM; actives 0.88% (n = 340,000);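 active means inhibition above about 50% at 20 µM, limit read from the data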;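 further: plate controls were DMSO wells with enzyme for no effect and wells lacking enzyme for full effect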
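Material – SCP-1 phosphatase catalytic domain, residues 76-261 · Buffer or medium – Acidic Tris acetate buffer with magnesium and detergent · Also added – Phospho 17-mer peptide substrate · Compound – single 20 µM dose, 1% DMSO · Times – 45 min room-temperature reaction, 5 min colour, 30 min stabiliser · Technique – Phosphate-binding colour reagent, absorbance read at 630 nm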
NadD block: inhibitors of Staphylococcus aureus NadD | purified NadD enzyme, colorimetric absorbance read-out | inhibition, % at 20 µM | actives 0.78% (n = 360,000); in the data active means inhibition above about 26%; further: some compounds past the cut are filed as inactive
Rin1-Abl PPI inh: inhibitors of human Rin1-Abl protein interaction | P00519+Q13671 | TR-FRET Rin1/Abl binding, biochemical | inhibition, % at 7.35 µM | actives 0.4% (n = 360,000); in the data active means inhibition above about 5%, passing the limit was not always enough
Neddyl block: inhibitors of human cullin neddylation; TR-FRET cullin neddylation, biochemical; actives 0.58% (n = 360,000); calls only at 25 µM; P61081+Q13564; AID 651699; in the data active means inhibition above about 36%
The depositor's hits bear a star; i = inactive; . = no result given; + = active, no number.

Below each SMILES: SUMO1 PPI mod	Rpn11 block	NadD block	LMPTP block	CSN deneddyl inh	STEP inh	Neddyl block	Rin1-Abl PPI inh	DNMT1 block	Scp-1 inhibitor
O=C(NNC(=O)c1cccnc1)Nc1ccc(Cl)c(Cl)c1
→ 2.1	i	1.0	-0.4	-3.1	2.5	i	-7.0	-2.0	-6.2
CCOC(CC(=O)NNC(=O)c1c(-c2c(Cl)cccc2Cl)noc1C)OCC
→ 4.1	i	7.9	-1.2	-0.6	-0.1	i	-0.6	-2.4	-7.8
COc1ccc(Cl)cc1NC(=O)CSc1nc2ccsc2c(=O)n1CC1CCC(C(=O)O)CC1 (stereo not given)
→ 2.8	i	22.0	1.2	1.0	1.6	i	2.2	0.5	27.2
O=C(Nc1ccc(S(=O)(=O)Nc2nccs2)cc1)c1c(F)c(F)c(F)c(F)c1F
→ 5.0	i	7.3	-0.2	-3.1	-2.2	i	-3.4	-0.5	-6.7
Cc1ccc(-c2cc(-c3ccc(Cl)cc3)c(C#N)c(N)n2)o1
→ -12.9	i	58.6*	2.4	5.7	-2.2	+	-1.4	-10.4	8.7
Cc1cc2ccc3ccccc3c2cc1CN(C)C
→ -3.4	i	-3.7	-1.6	0.2	0.6	i	-1.1	10.6	-4.2
COc1ccc(/C=[N+](\[O-])C2N(c3ccccc3)C(=S)SC2(C)C)cc1OC (stereo not given)
→ -7.0	i	-4.2	-0.3	1.1	1.5	i	0.6	0.6	2.7
Cc1ccc(CNC(=O)CSc2nc3[nH]ncc3c(=O)[nH]2)cc1
→ 1.3	i	-3.7	-1.1	-2.1	-3.1	i	1.2	3.6	-7.8
COc1ccccc1CN1CCN(Cc2nc(-c3ccc(C)cc3)oc2C)CC1
→ 1.0	i	2.8	-0.5	0.2	-1.8	i	2.5	-3.4	10.8
COc1ccc(N(CC(=O)Nc2ccccc2OC)S(=O)(=O)c2ccccc2)cc1Cl
→ 4.9	i	-14.5	4.5	2.8	1.5	i	1.2	-6.9	-17.8
COC(=O)c1ccc(S(=O)(=O)N2CCN(C)CC2)n1C
→ -1.9	i	-1.5	-1.9	0.3	-1.0	i	-1.8	1.5	-10.7
COc1ccc(CCN(C(=O)C(F)(F)F)C(C(=O)NC2CCCC2)c2cccs2)cc1 (stereo not given)
→ 1.4	i	-2.8	1.4	-1.4	2.4	i	1.1	1.9	-7.2
Cc1ccc(SCc2ccc(C(=O)N3CCCC3)cc2)cc1
→ 7.2	i	-6.9	0.0	7.2	-0.7	i	0.5	-1.1	-6.0
CC1=C(C(=O)OCC(C)C)C(c2cccs2)NC(=S)N1 (stereo not given)
→ 0.6	i	-3.8	-0.2	0.5	-3.5	i	-0.6	-0.2	-4.2
Cc1cc(NC(=O)Nc2ccc(Cl)cc2)no1
→ 7.1	i	1.8	1.7	-2.3	-0.4	i	0.2	-1.8	-5.0
CCSc1nnc(NC(=O)CSc2nc(CC)nc3c2c(=O)n(C)c(=O)n3C)s1
→ 2.0	i	1.0	-1.5	1.6	0.3	i	-2.9	1.1	-8.4
O=C(CN1CCCc2ccccc21)NC(=O)NCc1ccco1
→ -2.2	i	2.6	1.0	0.9	-2.5	i	-2.1	-1.8	2.9
Cc1ccc(-c2nn3c(C)nnc3c3ccccc23)cc1S(=O)(=O)N1CCN(CCO)CC1
→ 12.1	i	5.7	-0.8	-2.8	9.7	i	4.7	3.4	-2.5
CC(NC(=O)c1cc(S(=O)(=O)N2CCOCC2)ccc1N1CCCC1)c1ccc(Cl)c(Cl)c1 (stereo not given)
→ 2.3	i	9.7	1.8	-1.1	7.9	i	0.5	-1.7	-0.8
O=[N+]([O-])c1ccc(C2(O)CN(c3ccccc3)C3=[N+]2CCS3)cc1 (stereo not given)
→ -24.0	i	6.8	1.4	8.8	-2.9	i	-2.0	-4.2	-10.6

The closing 3 records of the section before are carried over, then new ones follow.
Below each SMILES: SUMO1 PPI mod	Rpn11 block	NadD block	LMPTP block	CSN deneddyl inh	STEP inh	Neddyl block	Rin1-Abl PPI inh	DNMT1 block	Scp-1 inhibitor
Cc1ccc(-c2nn3c(C)nnc3c3ccccc23)cc1S(=O)(=O)N1CCN(CCO)CC1
→ 12.1	i	5.7	-0.8	-2.8	9.7	i	4.7	3.4	-2.5
CC(NC(=O)c1cc(S(=O)(=O)N2CCOCC2)ccc1N1CCCC1)c1ccc(Cl)c(Cl)c1 (stereo not given)
→ 2.3	i	9.7	1.8	-1.1	7.9	i	0.5	-1.7	-0.8
O=[N+]([O-])c1ccc(C2(O)CN(c3ccccc3)C3=[N+]2CCS3)cc1 (stereo not given)
→ -24.0	i	6.8	1.4	8.8	-2.9	i	-2.0	-4.2	-10.6
O=C(NCC(=O)N(Cc1ccco1)C(C(=O)NC1CCCC1)c1ccncc1)c1cccs1 (stereo not given)
→ 0.1	i	2.5	-0.7	5.3	-5.5	i	-2.4	0.9	-6.2
Cc1ccc(C)c(NC(=O)C2CC(=O)N(C(C)C)C2)c1 (stereo not given)
→ -0.1	i	0.3	-1.5	-3.4	-2.3	i	-1.8	3.7	-1.9
COCCNC(=O)C1CC(c2ccc(F)cc2)=NO1 (stereo not given)
→ -1.4	i	5.3	-1.2	-4.8	-1.2	i	-1.1	2.6	1.6
CCCOC(=O)Cc1c(O)c2ccccc2[nH]c1=O
→ -1.0	i	-0.7	-0.5	-8.0	-0.4	i	-0.7	-3.2	-14.5
Cc1cc(NC(=O)c2cn(C3CCCCC3)c(=O)c3c2c2ccccc2n3C)no1
→ -1.1	i	1.9	1.9	6.8	-0.6	i	0.1	-12.0	-9.1
O=C(Nc1nccs1)c1ccc(-c2cccc([N+](=O)[O-])c2)o1
→ -7.6	i	11.3	4.3	-18.3	4.8	i	-1.1	1.4	2.7
CC(C)Cn1c(/C=C/c2ccccc2)nc2ccccc21
→ -6.2	i	-1.8	13.8	-14.8	3.0	.	-4.8	0.9	-0.2
Cc1nc2c(cnn2CCO)c(=O)[nH]1
→ 6.2	i	3.9	1.4	0.9	0.2	i	-2.2	7.0	1.9
CCOC(=O)c1c(NC(C)=O)sc2c1CCC(C=O)=C2Sc1ccccc1
→ -15.7	i	4.4	4.0	10.2	5.1	i	-7.6	0.2	-6.8
CC(C)N(Cc1ccccc1)C(=O)C1CCCN(c2ncnc3c2nc2n3CCCCC2)C1 (stereo not given)
→ 1.9	i	-5.4	1.4	0.8	3.4	i	6.8	-0.5	0.0
O=C(COC(=O)c1ccc(Br)o1)Nc1ccc(N2CCOCC2)cc1
→ -1.1	i	-3.1	-1.5	2.1	-2.7	i	-0.6	-2.6	-0.1
COc1cccc(/C=N/NC(=O)c2nc(-c3ccccc3)cc(-c3ccccc3)n2)c1O
→ 14.9	i	29.2*	1.3	-5.5	6.0	i	-1.0	-6.2	-2.7
COc1ccc(C(=O)NNC2=NCCCCC2)cc1
→ 1.4	i	-7.9	-0.1	0.1	-2.6	i	4.7	0.6	-10.6
O=C(CN1c2ccccc2Sc2ccccc21)N/N=C/c1ccccc1
→ 0.0	i	12.7	3.5	0.9	-3.2	i	-4.4	-6.2	-8.9
Cc1cc(C)cc(N(CCC#N)C(=O)CSC2=Nc3ccccc3C3CC=NN23)c1 (stereo not given)
→ 4.7	i	2.8	1.4	0.3	-0.2	i	-0.8	-4.4	-5.2
COc1cc(OC)c(NS(=O)(=O)c2cc(C(=O)NCCCN3CCOCC3)ccc2C)cc1Cl
→ -1.4	i	-6.5	-1.8	-1.2	-0.8	i	-2.8	-7.5	.
COc1c(C)cccc1C(=O)Nc1ccc(N2CCN(S(C)(=O)=O)CC2)cc1
→ 0.9	i	-0.7	-0.2	-3.5	1.4	i	-0.2	-1.3	-6.0
CCOc1ccccc1NC(=O)CSc1nnnn1Cc1ccccc1
→ 3.6	i	-7.3	1.0	-5.0	1.8	i	-0.1	-24.9	-13.0
COc1ccc(OCC(=O)Nc2cc(C)c(Cl)cc2OC)c([N+](=O)[O-])c1
→ -1.8	i	-5.3	-1.8	-5.5	2.0	i	-0.5	15.8	-8.0
CCC(=O)Nc1cc(Cl)ccc1C(=O)O
→ 0.8	i	0.5	-1.3	5.6	-1.4	i	-3.8	-1.1	-8.4
CCn1c(SCC(=O)Nc2oc(C)c3c(C)n[nH]c(=O)c23)nc2sc(C)c(C)c2c1=O
→ -6.0	i	3.6	-14.8	4.2	1.1	i	4.5	0.2	66.0*
CC(=O)Nc1cc[n+](C(C)C(=O)c2ccc(Cl)cc2)cc1 (stereo not given)
→ -0.4	i	-5.1	-1.1	-3.2	-1.1	i	-5.6	1.7	-1.7
COc1cccc(-n2cnnn2)c1
→ 1.2	i	-3.9	2.0	1.5	2.8	i	0.7	3.2	-2.3
O=C(CN1C(=O)NC2(CCCCCC2)C1=O)N1CCN(c2ccccc2)CC1
→ -1.4	i	0.7	-1.0	7.1	-0.2	i	0.1	4.2	-4.3
O=[N+]([O-])c1ccc(N2CCN(C(=S)Nc3ccc(F)cc3F)CC2)cc1
→ -18.4	i	-2.3	1.2	4.3	1.0	i	-1.4	2.2	-4.1
COc1ccccc1-n1cnnc1SCC(=O)N1CCOCC1
→ -2.3	i	-1.6	-0.2	-3.4	2.0	i	1.8	1.0	-3.8
CSc1cccc(NC(=S)N2CCCN(Cc3ccc(F)cc3)C2)c1
→ 5.1	i	-1.0	-3.0	4.8	21.4	i	-0.2	-1.2	-7.9
CN(C)C=Nc1ncc2c3ccccc3n(Cc3ccccc3)c2c1C#N
→ 0.7	i	1.2	1.5	8.1	-0.6	i	-0.8	-6.0	-2.0
O=C(NNC(=O)c1ccc2ccccc2n1)c1ccc(O)cc1
→ -6.3	i	0.5	-0.8	-2.9	-1.4	i	-0.6	0.5	-5.7
